AmpC det inh: inhibitors of E. coli AmpC beta-lactamase with detergent; P00811; purified AmpC, nitrocefin hydrolysis with detergent; 0.09% of 71,000 active; AID 584; Potency, µM (highest dose often 28.7 µM), inactives show top-dose activity change, negative = inhibition; active = well fitted curve in the direction sought with a large enough effect
Target sequence (P00811 whole entry, looked up): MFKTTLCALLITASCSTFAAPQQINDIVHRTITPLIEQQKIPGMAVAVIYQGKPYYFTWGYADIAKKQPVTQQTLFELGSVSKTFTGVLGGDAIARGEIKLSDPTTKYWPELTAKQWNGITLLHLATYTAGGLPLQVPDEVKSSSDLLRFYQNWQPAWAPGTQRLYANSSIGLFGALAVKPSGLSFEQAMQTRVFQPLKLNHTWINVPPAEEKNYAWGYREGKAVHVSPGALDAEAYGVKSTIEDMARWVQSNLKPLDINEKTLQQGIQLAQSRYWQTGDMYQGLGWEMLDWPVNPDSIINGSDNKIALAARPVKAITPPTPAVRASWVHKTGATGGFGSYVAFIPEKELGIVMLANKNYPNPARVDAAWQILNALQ
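E. coli AmpC (5.3 nM) in 20 mM phosphate pH 7.0 with 0.01% Triton X-100, preincubated 15 min RT with compound; nitrocefin (2 uL of 800 uM stock) hydrolysis followed by 480 nm absorbance every 20 s over 4 min.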
The depositor's hits bear a star; [ ] = remark or other dose. % is set by controls: 0 for no effect and ±100 for the full control effect; potency is the fitted concentration of half-maximal effect.

For Cc1cccc(-c2nc(CN3CCCC(C(=O)NC4CCC(C)CC4)C3)c(C)o2)c1 (stereo not given) the results were AmpC det inh -2%.
Screening CC1=C(C(=O)Nc2ccc(Cl)cc2)C(c2ccco2)NC(=O)N1 (stereo not given) returned AmpC det inh 1%.
O=C(Cn1c(CN2CCCCC2)nc2ccccc2c1=O)Nc1ccccc1 was read as AmpC det inh 7%.
Screening O=C(NC1(C(F)(F)F)NC(=O)N(Cc2cccnc2)C1=O)c1ccncc1 (stereo not given) returned AmpC det inh -5%.
Screening COc1ccccc1NC(=O)c1ccc(NS(C)(=O)=O)cc1 returned AmpC det inh -3%.
`CCOc1ccc2[nH]cc(C(=O)N3CCN(CC)CC3)c(=O)c2c1` gave AmpC det inh 3%.
For CCNC(=O)C1CC(=O)N(c2ccc(OCC)cc2)C1 (stereo not given) the results were AmpC det inh -1%.
Screening CCN1C(=O)c2cccc3c(NC(=O)c4ccc(S(=O)(=O)N(C)C)cc4)ccc1c23 returned AmpC det inh -4%.
For Cc1nc2ccccn2c1/C(O)=C1\C(=O)C(=O)N(CCN(C)C)C1c1cccnc1 (stereo not given) the results were AmpC det inh 1%.
For Cc1sc2ccccc2c1CC1=NCCN1 the results were AmpC det inh -2%.
For CCOC(=O)/C(N=O)=C(\O)C1CCN(C(=O)OCC)CC1 the results were AmpC det inh -3%.
CCOC(=O)c1[nH]c(C)c(C(=O)NCc2ccc(Cl)cc2)c1C was read as AmpC det inh -3%.
Screening CN1CC(=O)N(C)c2ncn(Cc3ccccc3)c2C1=O returned AmpC det inh 10%.
Screening O=C(Cc1ccc(F)cc1)N(c1ccccc1)C1C=CS(=O)(=O)C1 (stereo not given) returned AmpC det inh -2%.
`COc1cc(C(=O)NCCc2ccc3c(c2)OCCO3)ccc1OCC(=O)N1CCOCC1` gave AmpC det inh 1%.

An excerpt from above in order of heavy-atom count, ascending:
For Cc1sc2ccccc2c1CC1=NCCN1 the results were AmpC det inh -2%.
For CCNC(=O)C1CC(=O)N(c2ccc(OCC)cc2)C1 (stereo not given) the results were AmpC det inh -1%.
For CCOC(=O)/C(N=O)=C(\O)C1CCN(C(=O)OCC)CC1 the results were AmpC det inh -3%.
Screening COc1ccccc1NC(=O)c1ccc(NS(C)(=O)=O)cc1 returned AmpC det inh -3%.
CCOC(=O)c1[nH]c(C)c(C(=O)NCc2ccc(Cl)cc2)c1C was read as AmpC det inh -3%.
`CCOc1ccc2[nH]cc(C(=O)N3CCN(CC)CC3)c(=O)c2c1` gave AmpC det inh 3%.
Screening O=C(NC1(C(F)(F)F)NC(=O)N(Cc2cccnc2)C1=O)c1ccncc1 (stereo not given) returned AmpC det inh -5%.
O=C(Cn1c(CN2CCCCC2)nc2ccccc2c1=O)Nc1ccccc1 was read as AmpC det inh 7%.
Screening CCN1C(=O)c2cccc3c(NC(=O)c4ccc(S(=O)(=O)N(C)C)cc4)ccc1c23 returned AmpC det inh -4%.
`COc1cc(C(=O)NCCc2ccc3c(c2)OCCO3)ccc1OCC(=O)N1CCOCC1` gave AmpC det inh 1%.

Some of these compounds in order of number of heavy atoms, high to low:
`COc1cc(C(=O)NCCc2ccc3c(c2)OCCO3)ccc1OCC(=O)N1CCOCC1` gave AmpC det inh 1%.
O=C(Cn1c(CN2CCCCC2)nc2ccccc2c1=O)Nc1ccccc1 was read as AmpC det inh 7%.
Screening O=C(Cc1ccc(F)cc1)N(c1ccccc1)C1C=CS(=O)(=O)C1 (stereo not given) returned AmpC det inh -2%.

Later entries.
`CCC(C)n1c(-c2cccs2)nc2nc3ccccc3nc21` (stereo not given) gave AmpC det inh 11%.
Screening O=C(Cn1cnc2c(cnn2-c2ccc(F)cc2)c1=O)NCCc1ccccc1 returned AmpC det inh 13%.
For O=C(Cn1ncc2c1-c1ccccc1OC2)Nc1ccc(S(=O)(=O)N2CCCCC2)cc1 the results were AmpC det inh 7%.
Screening O=C1CC(c2ccco2)Cc2nc(N3CCN(Cc4ccc5c(c4)OCO5)CC3)ncc21 (stereo not given) returned AmpC det inh -2%.
For CCS(=O)(=O)C(=C1NCCO1)S(=O)(=O)CC the results were AmpC det inh -5%.
Screening COc1ccc(S(=O)(=O)N2CCN(C)CC2)cc1C returned AmpC det inh 23%.
CC(CCc1ccccc1)NCc1ccncc1 (stereo not given) was read as AmpC det inh 0%.
`CSc1nnc2c(n1)OC(C1CC=C(C)CC1)Nc1ccccc1-2` (stereo not given) gave AmpC det inh 6%.
`C=CCOc1ccc(C2N3CC4(CC)CN2CC(CC)(C3)C4=O)cc1` (stereo not given) gave AmpC det inh -5%.
CCOc1ccc(-c2cn(CCC#N)cn2)cc1 was read as AmpC det inh -5%.
Screening O=C(NCCc1ccc2c(c1)OCO2)C1CCN(S(=O)(=O)c2ccc(Cl)cc2)CC1 returned AmpC det inh 12%.
CCCN(CCC)Cc1c(C(=O)OCC)nnn1-c1nonc1N was read as AmpC det inh -5%.
Screening O=C(Nc1ccc2ccccc2c1)c1cnccn1 returned AmpC det inh -3%.
NC(=O)c1nc(N2CCOCC2)nc(N2CCOCC2)n1 was read as AmpC det inh -4%.
`COc1ccc2cc3cc(C(=O)NCCCN4CCOCC4)oc3nc2c1` gave AmpC det inh 2%.
`NCC[C@H](O)C(=O)N[C@H]1C[C@@H](N)[C@@H](O[C@H]2O[C@@H](CN)[C@@H](O)[C@@H](O)[C@@H]2O)[C@@H](O)[C@@H]1O[C@H]1O[C@@H](CO)[C@@H](O)[C@@H](N)[C@@H]1O` gave AmpC det inh -6%[12.8 µM].
Screening O=C(c1ccco1)N(CCCN1CCOCC1)c1nc(-c2ccc(F)cc2)cs1 returned AmpC det inh 15%.
Screening COc1ccc(-c2cc(C(=O)NC(C)C)no2)cc1 returned AmpC det inh -1%.
`COC(=O)C(NC(=O)c1ccccc1)=C1C=C(C)OC(C)=C1` gave AmpC det inh 0%.
For COc1ccccc1-n1cnc(N)c1C(=O)c1ccccc1 the results were AmpC det inh 9%.
`CCOC(=O)c1cc(C#N)c(NCc2ccccc2)nc1C` gave AmpC det inh 2%.
`O=C1c2ccccc2C(=O)N1Cc1nc2ccccc2o1` gave AmpC det inh -5%.
`CS(=O)(=O)c1ccc2nc(N)sc2c1` gave AmpC det inh 15%.
For COc1ccccc1-n1c(SCC(=O)Nc2ccccc2C)nc(O)cc1=O the results were AmpC det inh -1%.
Screening CCOc1ccc(Nc2nc(Cc3nnc(SCC(=O)O)o3)cs2)cc1 returned AmpC det inh -2%.
`Nc1nc(-c2ccccc2)cc(N2CCCCC2)n1` gave AmpC det inh -3%.
`Cc1ccc(-n2c3c(cc(C(=O)O)c2=O)C(=O)CC(C)(C)C3)cc1` gave AmpC det inh 0%.
Screening C=CCn1c(C(C)NC(=O)CCC)nc2ccccc21 (stereo not given) returned AmpC det inh -3%.
For COc1cccc(Nc2ncc3nc(-c4cc(F)cc(F)c4)c(=O)n(CCC#N)c3n2)c1 the results were AmpC det inh 2%.
For CCCCOC(=O)c1ccccc1C(=O)OCCCC the results were AmpC det inh 9%.
Screening CC(C)(C)c1ccc(C(=O)N2CCC(C(=O)NCC3CCCO3)CC2)cc1 (stereo not given) returned AmpC det inh -3%.
Cc1ccc2c(C)nc(NC3=NCN(Cc4ccccc4)CN3)nc2c1 was read as AmpC det inh -1%.
Cc1ccc(CN2CC3CC(C2)c2cccc(=O)n2C3)cc1 (stereo not given) was read as AmpC det inh 10%.
Cn1nnnc1SCC(=O)N(C1CCCCC1)C1CCCCC1 was read as AmpC det inh 10%.
For Cc1ccc(S(=O)(=O)NCCCCCC(=O)NC(C)(C)CO)cc1 the results were AmpC det inh -1%.
For CCOC(=O)c1sc(Nc2nc3c(OC)cccc3s2)nc1C the results were AmpC det inh 5%.
`O=C1CC(c2ccc(F)c(Br)c2)C2=C(CCCC2=O)N1` (stereo not given) gave AmpC det inh -6%.
For COc1ccc(CNC(=O)c2ccc(=O)oc2)cc1OC the results were AmpC det inh -2%.
For Clc1cnc(Oc2ccc(Oc3ncc(Cl)cc3Cl)cc2)c(Cl)c1 the results were AmpC det inh -1%.
Cc1nn(-c2ccc(F)cc2)c2sc(C(=O)N3CCCCCC3)cc12 was read as AmpC det inh 5%.
For CCOC(=O)c1ccccc1Nc1cc(C)nc2nc(C)nn12 the results were AmpC det inh 7%.
CCCn1c(SCC(=O)Nc2nc3c(s2)CCCC3)nc2c1c(=O)n(C)c(=O)n2C was read as AmpC det inh 11%.
`COc1cc2c(cc1OC)[C@H](c1ccccc1)CN(C)CC2` gave AmpC det inh -4%.
COc1ccc(C(=O)N2CCC(n3c(C)nc4cc(F)ccc43)CC2)cc1OC was read as AmpC det inh 0%.
N[C@@H]1CCc2cc(O)c(O)cc2C1 was read as AmpC det inh -1%.
Screening O=C(CNC(=O)c1cc2ccccc2o1)NCc1cccs1 returned AmpC det inh 11%.
Cc1ccc(C(=O)NC2CC(C)(C)NC(C)(C)C2)c(C)c1 was read as AmpC det inh -1%.
Cn1c(=O)c2c(ncn2CCSS(=O)(=O)O)n(C)c1=O was read as AmpC det inh -1%[5.75 µM].
For Cc1cc(NC(=O)CN2CCN(c3ncccn3)CC2)no1 the results were AmpC det inh 12%.
For CCn1cc(C(=O)Nc2ccc(-n3cnnn3)c(OC)c2)c(=O)c2ccc(C)nc21 the results were AmpC det inh 0%.
For COc1ccc(CCNC(=O)CCCn2c(SCC#N)nc3ccccc3c2=O)cc1OC the results were AmpC det inh -2%.
Screening O=C(Nc1ccc(F)cc1F)c1cccnc1 returned AmpC det inh 9%.
For Cc1ccc(C(O)c2nc3ccccc3n2C(C)C)cc1 (stereo not given) the results were AmpC det inh -4%.
For O=C(NCc1cccnc1)c1noc2c1CCCCC2 the results were AmpC det inh 0%.
Nc1nc(N)nc(CCCc2nc(N)nc(N)n2)n1 was read as AmpC det inh 0%[5.75 µM].
`O=C(NC1CCN(C(=O)N2c3ccccc3Sc3ccccc32)CC1)c1ccco1` gave AmpC det inh 11%.
For CS(=O)(=O)N(CCc1ccccc1)CC(=O)N1CCN(Cc2ccc3c(c2)OCO3)CC1 the results were AmpC det inh -8%.
For C=CCn1c(N)cc(=O)nc1SCC(=O)Nc1ccccc1 the results were AmpC det inh 15%.
COc1ccc(CNc2cc(C)nc3ncnn23)c(OC)c1 was read as AmpC det inh -3%.
Cc1ccc(-c2cn(S(=O)(=O)c3cccc4nsnc34)nc2N)cc1 was read as AmpC det inh -3%.
`CC1CCN(C(=O)c2ccc3c(c2)OCCO3)CC1` gave AmpC det inh -5%.
CCn1nc(NC(=O)c2ccncc2)c2cc3cccc(C)c3nc21 was read as AmpC det inh -1%.
Screening Cc1cc(/C=C(/C#N)c2cccc(F)c2)c(C)n1-c1cccnc1 returned AmpC det inh -2%.
For Cc1cc(NC(=O)CSc2nc3c(c(=O)n2-c2ccccc2)SC(C)C3)no1 (stereo not given) the results were AmpC det inh 11%.
O=C(CSc1n[nH]c(-c2ccncc2)n1)Nc1ccccn1 was read as AmpC det inh -1%.
Cn1c(CN2CCOCC2)nc2cc(NC(=O)c3ccc(F)cc3)ccc21 was read as AmpC det inh -4%.
Screening Cc1cc(-c2ccco2)n(CC(=O)O)n1 returned AmpC det inh -2%.
For Cn1c(=O)[nH]c(=O)c2c1nc(N1CCCCCC1)n2Cc1cccc2ccccc12 the results were AmpC det inh 0%.
Screening CCOC(=O)N1CCN(c2nc(N(c3ccccc3)c3ccccc3)nc(-n3ccnc3)n2)CC1 returned AmpC det inh -1%.
O=C(c1ccc(Cl)cc1)c1ccccc1C(=O)N1CCOCC1 was read as AmpC det inh 17%.
For COC(=O)c1ccc(C23CC2(C(NP(=O)(c2ccccc2)c2ccccc2)c2ccccc2)C3)cc1 (stereo not given) the results were AmpC det inh 24%.
COc1ncc2nc(-c3cc(F)cc(F)c3)c(=O)n(C[C@H]3CCCO3)c2n1 was read as AmpC det inh 2%.
For O=C1NC(c2ccncc2)Nc2sc3c(c21)CCCC3 (stereo not given) the results were AmpC det inh -3%.
`COc1ccccc1CNC(=O)C(NC(=O)C1CCCCC1)C(C)C` (stereo not given) gave AmpC det inh -5%.
For c1ccc2c(c1)Cn1nnnc1-2 the results were AmpC det inh 0%.
CSc1nnc2c3c4c(sc3nc(-n3nc(C)cc3C)n12)COC(C)(C)C4 was read as AmpC det inh 13%.
`CCOC(=O)Cc1cc(=O)n2[nH]c(C)cc2n1` gave AmpC det inh -3%.
Screening CCSc1nc(O)c(CC)c(=O)n1C(C)CC (stereo not given) returned AmpC det inh 2%.
O=c1c2ccccc2nc(-c2cccs2)n1-c1cnccn1 was read as AmpC det inh 4%.
For CC(C)=CC(=O)Nc1nnc(-c2cccnc2)s1 the results were AmpC det inh -1%.
`COC(=O)[C@H](N)Cc1ccc(Cl)cc1` gave AmpC det inh -1%.
For COCCn1c(C)cc(C(=O)CSc2nc(C)cc(C)c2C#N)c1C the results were AmpC det inh -3%.
For CCC(=O)N1CCc2cc(Br)cc(S(=O)(=O)NCCN3CCOCC3)c21 the results were AmpC det inh -1%.
COc1ccc(NC(=O)C=C(C)C)cc1Cl was read as AmpC det inh -1%.
`CC/C(=C(/CC)c1ccc(O)cc1)c1ccc(O)cc1` gave AmpC det inh 11%.
For NC(=O)CSc1nnc(-c2ccc(O)cc2)n1Cc1ccco1 the results were AmpC det inh -4%.
COc1ccc(OC)c(-n2c(C)nc3cc(C(=O)O)ccc32)c1 was read as AmpC det inh -3%.
`COc1ccc(C2SCCN2S(=O)(=O)c2ccc(F)cc2)cc1OC` (stereo not given) gave AmpC det inh 17%.
For Cc1ccc(C2C3=C(CC(C)(C)CC3=O)Nc3[nH]c(=S)[nH]c(=O)c32)cc1 (stereo not given) the results were AmpC det inh -1%.
O=c1c(-c2cc(F)cc(F)c2)nc2cnc(Oc3ccccc3)nc2n1C1CC1 was read as AmpC det inh -2%.
Screening CCOC(=O)CSc1nc(NCc2ccco2)c2ccccc2n1 returned AmpC det inh -3%.
Screening Cc1ccc(-n2c(C)cc(C3N=C(N)Nc4nc5ccccc5n43)c2C)c(C)c1 (stereo not given) returned AmpC det inh -9%.
COc1cc(OC)c(C2CC(=O)N3CN(c4ccc(C)cc4)CSC3=C2C#N)cc1OC (stereo not given) was read as AmpC det inh -4%.

This is a subset. The share of hits here may be higher or lower than overall.
